CHT PAM: allosterically activates the human high affinity choline transporter. Q9GZV3. CHT-expressing cells, membrane potential dye, choline EC20; stronger effect = higher value; LV-AA mutant CHT in HEK293 cells. B-score at 10 µM. 310,000 tested, 0.49% active. AID 488977;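 active means initial fluorescence not abnormally high and integrated response B-score, plate-corrected, over 3 SD above library mean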
Target sequence (Q9GZV3 whole entry, looked up): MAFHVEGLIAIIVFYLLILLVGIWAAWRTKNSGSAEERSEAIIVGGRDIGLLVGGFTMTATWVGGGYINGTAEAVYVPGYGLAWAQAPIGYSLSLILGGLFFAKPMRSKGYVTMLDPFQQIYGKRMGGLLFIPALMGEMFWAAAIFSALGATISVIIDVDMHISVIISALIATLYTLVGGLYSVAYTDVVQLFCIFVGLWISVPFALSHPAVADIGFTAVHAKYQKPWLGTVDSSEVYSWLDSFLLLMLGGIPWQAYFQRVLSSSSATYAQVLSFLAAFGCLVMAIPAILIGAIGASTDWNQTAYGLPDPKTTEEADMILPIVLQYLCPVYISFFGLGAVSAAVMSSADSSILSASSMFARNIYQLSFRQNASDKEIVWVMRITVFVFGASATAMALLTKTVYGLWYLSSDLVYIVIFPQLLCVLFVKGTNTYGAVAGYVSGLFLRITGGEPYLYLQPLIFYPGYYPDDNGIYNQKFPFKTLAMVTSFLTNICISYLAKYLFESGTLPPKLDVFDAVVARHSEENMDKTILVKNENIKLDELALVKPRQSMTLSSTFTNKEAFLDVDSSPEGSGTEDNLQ
OX1R antagonist: antagonists of human orexin 1 receptor; CHO/OX1R cells, Fluo-8 calcium fluorescence, orexin A; inhibition, % at 5 µM; 330,000 tested, 0.43% active;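 active means inhibition above its plate's threshold, mean inhibition of all tested compounds on the plate plus 3 SD, cut at about 37% in these data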;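 further: 0% = orexin A challenge wells and 100% = SB-334867-A antagonist wells; not every result past the cut was called active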
Target sequence (O43613 whole entry, looked up): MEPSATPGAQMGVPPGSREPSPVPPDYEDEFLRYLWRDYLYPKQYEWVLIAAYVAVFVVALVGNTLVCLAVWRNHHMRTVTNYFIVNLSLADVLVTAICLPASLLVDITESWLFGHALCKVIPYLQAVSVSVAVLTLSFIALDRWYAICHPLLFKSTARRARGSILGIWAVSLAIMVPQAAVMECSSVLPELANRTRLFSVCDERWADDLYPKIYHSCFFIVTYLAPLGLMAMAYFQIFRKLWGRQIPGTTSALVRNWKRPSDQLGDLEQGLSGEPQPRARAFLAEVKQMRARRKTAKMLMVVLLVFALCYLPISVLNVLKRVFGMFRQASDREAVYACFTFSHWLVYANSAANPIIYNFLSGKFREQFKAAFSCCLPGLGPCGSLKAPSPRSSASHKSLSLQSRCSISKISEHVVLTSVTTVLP
Numbers without * were called inactive; i = inactive; · = not tested or not shown.

Results follow in this order: CHT PAM	OX1R antagonist
CCN1CCN(S(=O)(=O)c2cc(C(=O)O)ccc2Cl)CC1
→ i	-4
COc1ccccc1C(=O)C1CCCN(C(=O)c2cn3cc(Cl)ccc3n2)C1 (centres undefined)
→ i	-26
Cc1cc(C)nc(N2CCCC(C(=O)NCc3ccc4c(c3)OCO4)C2)n1 (centres undefined)
→ i	-39
Cc1nnc(NC(=O)CN2CCN(Cc3ccc(F)cc3Cl)CC2)s1
→ i	-8
COC(=O)C(C)NC(=O)c1ccc(C(C)(C)C)cc1 (centres undefined)
→ i	-7
S=C(NCCNC(=S)Nc1ccccc1Cl)Nc1ccccc1Cl
→ i	3
CCN(CC)c1nc(N2CCN(C)CC2)nc2ccccc12
→ i	-7
COc1ccc(C(=O)NCCNc2ncc(C(F)(F)F)cc2Cl)cc1[N+](=O)[O-]
→ i	-21
COc1ccc(CN2[C@@H](CC(=O)O)c3ccc(C(F)(F)F)cc3S2(=O)=O)cc1
→ i	-8
COc1ccc(N2C(=O)/C(=C/c3cccnc3)NC2=S)cc1
→ i	-10
CCCCCCCC1c2c(c(C)c(C)oc2=O)Oc2c(C)c(C)oc(=O)c21
→ ·	-16
O=C(CCCOc1ccccc1)NCCc1ccccc1
→ i	14
Cc1ccc([N+](=O)[O-])cc1N1C(=O)CS/C1=N\NC(=O)c1cccnc1
→ i	-20
CC(=O)c1ccc(NC(=O)COC(=O)C2C3CC4OC(=O)C2C4C3)cc1 (centres undefined)
→ i	-7
O=C(Nc1cccc(Oc2ccc3c(c2)C(=O)NC3=O)c1)c1ccco1
→ i	-15
Cc1ccc(CNc2ccc(N3CCOCC3)c(Cl)c2)cc1
→ i	-13
CCCC(c1nnnn1Cc1ccc(OC)cc1)N1CCC(C(N)=O)CC1 (centres undefined)
→ i	-4
OCCCNC(c1ccccc1)c1ccc(O)cc1 (centres undefined)
→ i	-16
CN1CCN(CC#CC(C)(O)C2CC3C=CC2C3)CC1 (centres undefined)
→ i	-11
CC(=O)Nc1ccc(NC(=O)Cn2ccc([N+](=O)[O-])n2)cc1
→ i	7
COc1cccc(OCC(O)CN2CCc3ccccc3C2)c1 (centres undefined)
→ i	-21
Cc1ccc(S(=O)(=O)NC(=O)Nc2ccc(F)cc2)cc1
→ i	10
COc1ccc(C(CC(=O)N2CCCCC2)C(C)C)cc1 (centres undefined)
→ i	-32
O=C(Cc1ccc(NC2=NC3CS(=O)(=O)CC3S2)cc1)NCc1ccccc1 (centres undefined)
→ i	-1
CC(C)C(NC(=O)c1ccc(C(C)(C)C)cc1)C(=O)NC1=NCCS1 (centres undefined)
→ i	-24
CCOC(=O)N1CCc2c(sc3ncn(Cc4ccc(F)cc4)c(=O)c23)C1
→ i	-32
CN(NC(=O)c1ccccc1F)c1ncccc1[N+](=O)[O-]
→ i	-12
COc1ccc(C(=O)CC(=O)C(=O)Nc2cc(OC)ccc2OC)cc1
→ i	-8
Cc1[nH]c2ccccc2c1/C=N/Nc1ccccc1[N+](=O)[O-]
→ i	2
O=C(Cc1ccc(NC2=NC3CS(=O)(=O)CC3S2)cc1)NCc1ccccc1Cl (centres undefined)
→ i	-16
O=c1/c(=C\c2ccc(O)cc2)sc2nc(-c3ccccc3)c(-c3ccccc3)n12
→ i	-8
COc1ccc(C(=O)OCC2CC(c3ccccc3)=NO2)cc1OC (centres undefined)
→ i	-24
Cn1c(CNC(=O)CNS(=O)(=O)c2ccc(F)cc2F)cc(=O)n(C)c1=O
→ i	-6
CCc1cc2c(=O)c(-c3ccc4c(c3)OCO4)coc2c(CN(C)C)c1O
→ i	-20
O=C1CCCc2c1nc(-c1ccco1)n2O
→ i	18
O=c1c2ccccc2c(=O)n2n1Cc1ccccc1C2
→ i	-22
COc1ccc2oc(C(=O)OCC(=O)N(C)C3CCS(=O)(=O)C3)c(C)c2c1 (centres undefined)
→ i	-25
CCOCCCNC(=O)CN1C(=O)CSc2ccc(S(=O)(=O)N3CCOCC3)cc21
→ i	-9
O=C(c1cc(S(=O)(=O)N2CCOCC2)ccc1Cl)N1CCOCC1
→ i	-11
Cc1cccc(C)c1OCCn1nc(C(=O)O)c2ccccc2c1=O
→ i	-21
O=C(NCCN1CCCC1)c1ccccc1Cl
→ i	12
O=C(c1ccccc1)N1CCN(CCc2ccccn2)CC1
→ i	-8
O=C(c1ccccc1-c1ccccc1)N1CCCCC1
→ i	-22
O=C(O)C1CCC(N2C(=O)C3CCCCC3C2=O)CC1 (centres undefined)
→ i	2
COCCn1c(-c2ccc(-c3ccccc3Cl)o2)nc2c1c(=O)[nH]c(=O)n2CC(C)C
→ i	-21
CCCCn1c(=O)[nH]c(=O)c2c1nc(-c1ccncc1)n2CCOC
→ i	-20
c1ccc(NC2=NCCCCS2)cc1
→ i	-18
O=C(COC(=O)c1ccncc1)Nc1cc(S(=O)(=O)N2CCOCC2)ccc1Cl
→ ·	-12
CCOc1ccc(NC(=S)NC(=O)Cc2ccccc2)cc1
→ i	-11
COc1cccc2c1OCC(CN1CCN(Cc3ccccc3)C(CCO)C1)=C2 (centres undefined)
→ i	-21

An excerpt of these results, with each value named:
> O=C(COC(=O)c1ccncc1)Nc1cc(S(=O)(=O)N2CCOCC2)ccc1Cl
  CHT PAM: · | OX1R antagonist: -12
> CCOc1ccc(NC(=S)NC(=O)Cc2ccccc2)cc1
  CHT PAM: i | OX1R antagonist: -11
> COc1cccc2c1OCC(CN1CCN(Cc3ccccc3)C(CCO)C1)=C2 (centres undefined)
  CHT PAM: i | OX1R antagonist: -21

The listing continues.
Results follow in this order: CHT PAM	OX1R antagonist
COc1cccc(CNC(=O)CCc2nnc3ccc(NCCCN4CCCC4=O)nn23)c1
→ i	-13
O=C(c1cnn(-c2ccccc2)c1-n1cccc1)N1CCN(C2CCCCC2)CC1
→ i	-17
CCC(C)NC(=O)C1(NC(=O)Nc2ccccc2)CCCCC1 (centres undefined)
→ i	-12
Cc1cc(NC(=O)Nc2ccc(Cl)cc2)no1
→ i	8
Cc1ccc(NC(=O)c2cc(-c3ccco3)on2)cc1
→ i	2
CCCn1nc(NC(=O)c2cccs2)c2cc3cccc(C)c3nc21
→ i	-37
COc1ccccc1CNC(=O)COC(=O)c1ccc(N2CCCC2=O)cc1
→ ·	-10
O=C(Cn1ccc2cc(S(=O)(=O)N3CCCC3)ccc21)NCCc1ccccc1
→ i	21
Cc1nnc(SCC(=O)Nc2ccc3c(c2)OCO3)[nH]c1=O
→ i	2
C=CCc1c(C)nc(SC)nc1Nc1ccc(C(C)=O)cc1
→ i	-42
COc1ccc(C(=O)OCC(=O)c2ccccc2)cc1S(=O)(=O)N1CCOCC1
→ i	-14
COc1ccccc1NC(=O)c1cc(C)nc2ccccc12
→ i	-9
CCN(CC)CCCNc1nc2ccccc2c2nc(-c3ccncc3)nn12
→ i	-14
N[C@@H](Cc1ccccc1)C(=O)N1CCC(C(=O)NCC(=O)NCC(=O)O)CC1
→ i	14
CC(=O)Nc1ccc(OC(=O)c2cc3cc(Br)cc(Br)c3oc2=O)cc1
→ i	-23
O=C(Cc1ccccc1F)Nc1ccccc1N1CCCC1
→ i	·
CCC(=O)Nc1nnc(SCC(=O)NCCc2ccc(OC)c(OC)c2)s1
→ i	-12
C[C@]1(OC(=O)/C=C/c2ccccc2)C[C@@H](O)[C@]2(O)C=CO[C@@H](O[C@@H]3O[C@H](CO)[C@@H](O)[C@H](O)[C@H]3O)[C@@H]21
→ i	10
NS(=O)(=O)c1ccc(NC(NC(=O)c2cccnc2)C(Cl)(Cl)Cl)cc1 (centres undefined)
→ i	-17
COc1ccc(OC)c(NC(=O)C2CCCN(S(=O)(=O)c3ccc(-n4cnnn4)cc3)C2)c1 (centres undefined)
→ i	16

Reprinted at random: 5 compounds from above.
Results follow in this order: CHT PAM	OX1R antagonist
COc1ccccc1NC(=O)c1cc(C)nc2ccccc12
→ i	-9
CCC(=O)Nc1nnc(SCC(=O)NCCc2ccc(OC)c(OC)c2)s1
→ i	-12
O=C(Cc1ccccc1F)Nc1ccccc1N1CCCC1
→ i	·
CCN(CC)CCCNc1nc2ccccc2c2nc(-c3ccncc3)nn12
→ i	-14
N[C@@H](Cc1ccccc1)C(=O)N1CCC(C(=O)NCC(=O)NCC(=O)O)CC1
→ i	14

Next section:
Results follow in this order: CHT PAM	OX1R antagonist
O=C(c1ccccc1Cl)N1CCN(c2ncccn2)CC1
→ i	-19
Cc1onc(-c2ccccc2Cl)c1C(=O)N1CCN(C=O)CC1
→ i	5
CCOC(=O)CN1CC23C=CC(O2)C(C(=O)NCCc2ccccc2)C3C1=O (centres undefined)
→ i	-3
CCN1CCN(CCC(=O)Nc2ccccc2)CC1
→ i	·
CC(=O)N1c2ccc(S(=O)(=O)N3CCC(C(=O)NCc4ccccc4)CC3)cc2CC1C (centres undefined)
→ i	-13
O=C(NN1C(=O)/C(=C/c2ccc(O)cc2)SC1=S)c1ccccc1O
→ i	31
COc1cc(C(=O)Nc2nnc(C3=COCCO3)o2)cc(OC)c1OC
→ i	1
O=C(O)CC(CC(=O)Nc1ccc(C(=O)O)cc1)c1ccccc1 (centres undefined)
→ i	7
COc1ccc2ccc(O)c(CN3CCN(S(=O)(=O)c4cc([N+](=O)[O-])ccc4C)CC3)c2c1
→ ·	-21
COc1cccc(C(=O)OCCN2CCOCC2)c1
→ i	8
O=C(NCCCN1CCCC1=O)C(=O)NCC1OCCN1S(=O)(=O)c1ccc(Br)cc1 (centres undefined)
→ i	-20
CC1Sc2ccc(S(=O)(=O)CCC(=O)N(C)Cc3ccco3)cc2NC1=O (centres undefined)
→ i	-14
COc1ccc(NC(=O)C2CCCNC2=O)cc1 (centres undefined)
→ i	·
CCC(=O)Nc1ccc2nc(SCC(=O)N3CCOCC3)sc2c1
→ i	-1
CO/N=C/NC(=O)c1c(OC)ccnc1Oc1ccc(Cl)cc1
→ i	-9
Cc1cc(F)ccc1N1CCC(N2CCN(CCC(C)C)C(CCO)C2)CC1 (centres undefined)
→ i	-30
Cn1c(Cl)c(/C=N/OC(=O)c2ccc(Cl)cc2)c2ccccc21
→ i	-16
COc1ccc(OCCN2C(=O)c3ccccc3C2=O)c([N+](=O)[O-])c1
→ i	-19
CCC(C)(C)n1nnnc1C(c1ccc(O)cc1)N1CCc2ccccc2C1 (centres undefined)
→ i	-21
Cc1ccccc1CN(c1ccc(C(=O)N2CCN(C)CC2)cc1)S(C)(=O)=O
→ i	-13

More results follow:
| structure | CHT PAM | OX1R antagonist |
| --- | --- | --- |
| Cc1cccc(COCC(Cc2ccccc2)N2CCN(C(=O)c3ccc(C(F)(F)F)cc3)CCC2=O)c1 (centres undefined) | i | -26 |
| Cc1ccc(C(=O)N/C(=C\c2cccs2)C(=O)NCc2ccncc2)cc1 | i | -11 |
| Cc1cc(C)cc(OCC(=O)NN2C(=O)c3ccccc3C2=O)c1 | i | 13 |
| N=c1c2c3c(sc2ncn1CCCO)CCCC3 | 9.5* | -23 |
| CCOC(=O)C1(CCc2ccccc2)CCN(C(=O)c2ccoc2)CC1 | i | -11 |
| Cc1ccccc1NC(=O)CSc1nnnn1C | i | 2 |
| N#CCSc1nccc(-c2cc(Cl)sc2Cl)n1 | i | -4 |
| CCC(C)NC(=O)Cn1ccc2cc(S(=O)(=O)N3CCCCCC3)ccc21 (centres undefined) | i | -22 |
| CCCn1nnc(NC(=S)NC(=O)c2ccc(-c3ccc(Br)cc3)o2)n1 | i | -27 |
| CCCOc1ccc(Cn2c(O)cc(=O)[nH]c2=O)cc1 | i | -9 |

Exported field by field: 2 of the compounds above
CCC(C)NC(=O)C1(NC(=O)Nc2ccccc2)CCCCC1 (centres undefined)
- CHT PAM: i
- OX1R antagonist: -12
Cc1cc(NC(=O)Nc2ccc(Cl)cc2)no1
- CHT PAM: i
- OX1R antagonist: 8

(continued)
| structure | CHT PAM | OX1R antagonist |
| --- | --- | --- |
| N#CC1=C(N)OC2=C(C(=O)CC(c3ccccc3)C2)C1c1cccnc1 (centres undefined) | i | -7 |
| O=C(NN1CCOCC1)c1cc(S(=O)(=O)Nc2cccc(C(F)(F)F)c2)ccc1Cl | i | -7 |
| O=C1CS/C(=N\C(=O)N2c3ccccc3Sc3ccccc32)N1 | i | -17 |
| CCCn1c(=O)c2ccccc2n2c(SCC(N)=O)nnc12 | i | -3 |
| Cc1ccc2[nH]c3c(=O)n(CC(=O)N4CCN(C)CC4)ncc3c2c1 | i | -5 |
| Cc1cc(NC(=O)CN(C)CC(=O)Nc2ccc(F)c(F)c2F)no1 | · | -18 |
| Nc1nncn1C(=O)c1cc(Br)ccc1Cl | i | -5 |
| CC(C)Oc1cccc(C(=O)C2CCCN(C(=O)c3ccccn3)C2)c1 (centres undefined) | i | -12 |
| COc1ccc(CCC(=O)NCCc2nc3ccccc3[nH]2)cc1 | i | -10 |
| O=C(CC(Nc1ccccc1Cl)C(=O)O)c1ccccc1 (centres undefined) | i | -21 |
| COc1ccc2c(c1)/C(=N/N1C(=O)c3ccccc3C1=O)C(=O)N2 | i | -14 |
| Cc1[nH]nc2nc(SCC(=O)NC3CCCCC3)n(-c3ccc(Br)cc3)c(=N)c12 | i | -25 |
| CC(=O)c1ccc(NC(=S)NCc2ccc(Cl)cc2Cl)cc1 | i | 40* |
| O=C1c2cccc3c(O)ccc(c23)C(=O)N1c1ccc(Cl)cc1 | i | 85* |
| COCCCNC(=O)c1c(NC(=O)c2cccs2)sc2c1CCCC2 | i | -29 |
| CCN(CC)c1ccc(S(=O)(=O)N2CCOCC2)cc1NC(=O)COC(=O)COc1ccccc1C | i | -11 |
| COc1ccc(NC(=O)COc2ccccc2Cc2ccccc2)cc1S(N)(=O)=O | i | 27 |
| CC(C)(C)c1ccc(/C=C2/SC(N3CCCC3)=NC2=O)cc1 | i | -20 |
| Cc1ccc2nc(N/C(=N/S(=O)(=O)c3cccs3)c3ccccc3Cl)sc2c1 | i | -27 |
| COc1ccc(C2Nc3ccc4ccccc4c3-c3c2c(=O)oc2ccccc32)cc1 (centres undefined) | i | 9 |
| CCN(CC)S(=O)(=O)c1ccc(NC2c3ccccc3C(=O)N2Cc2ccc3c(c2)OCO3)cc1 (centres undefined) | i | -31 |
| COc1cc([N+](=O)[O-])c2ncsc2c1 | i | -7 |
